V1aR counter – V1a receptor agonism, counter-screen for OXTR agonists | P37288 | activation, % at 3 µM | CHO-V1R cells, Fluo-8 calcium fluorescence, agonist mode; 0% DMSO, 100% 3 nM vasopressin | 0.25% of 320,000 active;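 active means activation above the mean activation of all tested compounds plus 3 SD, per screening run, cut at about 20% in these data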;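 further: signal is peak over basal fluorescence ratio across a 100 second FLIPR read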
MEKK2 WT-MEK5 – raises or lowers MEK5 binding to wildtype human MEKK2 PB1 domain | bead flow cytometry, Alexa488-MEK5 binding to MEKK2 WT; actives lie on both sides | binding response (% of control), % at 10 µM | 1.1% of 290,000 active | AID 1531; in the data active means binding response below about 67% or above about 130%; inconclusive means no clear call, values can overlap the other calls; inactive means in between
GPR7 antagonist – blocks human GPR7 receptor signaling; P48145; GPR7-expressing cells, fluorescence antagonist assay; inhibition, % at 4.4 µM; 1.1% of 290,000 active; AID 1861; in the data active means inhibition above about 16%, passing the limit was not always enough;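 further: cells stimulated with the agonist NPW; 0% = agonist with vehicle and 100% = vehicle without agonist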
Target sequence (P48145 whole entry, looked up): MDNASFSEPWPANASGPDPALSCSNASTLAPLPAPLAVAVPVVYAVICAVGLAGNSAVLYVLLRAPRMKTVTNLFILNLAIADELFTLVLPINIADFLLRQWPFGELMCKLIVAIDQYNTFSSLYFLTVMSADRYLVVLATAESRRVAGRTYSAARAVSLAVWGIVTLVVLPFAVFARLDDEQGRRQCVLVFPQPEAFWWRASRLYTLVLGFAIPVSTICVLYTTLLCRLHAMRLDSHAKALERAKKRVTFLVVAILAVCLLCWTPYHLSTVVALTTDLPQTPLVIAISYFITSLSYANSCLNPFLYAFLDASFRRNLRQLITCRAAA
OXTR potentiate – human OXTR potentiation; AID 2445; 0.061% of 320,000 active; P30559; activation, % at 3 µM; CHO-OTR cells, Fluo-8 calcium fluorescence, potentiator mode; 0% = oxytocin EC15, 100% = EC100;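 active means activation above that plate's cutoff, the mean activation of tested compounds plus 3 SD, cut at about 6.6% in these data, passing the limit was not always enough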;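 further: 100% uses oxytocin at 75 nM as the full agonist control; some results filed as inactive read as strong as hits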
Target sequence (P30559 whole entry, looked up): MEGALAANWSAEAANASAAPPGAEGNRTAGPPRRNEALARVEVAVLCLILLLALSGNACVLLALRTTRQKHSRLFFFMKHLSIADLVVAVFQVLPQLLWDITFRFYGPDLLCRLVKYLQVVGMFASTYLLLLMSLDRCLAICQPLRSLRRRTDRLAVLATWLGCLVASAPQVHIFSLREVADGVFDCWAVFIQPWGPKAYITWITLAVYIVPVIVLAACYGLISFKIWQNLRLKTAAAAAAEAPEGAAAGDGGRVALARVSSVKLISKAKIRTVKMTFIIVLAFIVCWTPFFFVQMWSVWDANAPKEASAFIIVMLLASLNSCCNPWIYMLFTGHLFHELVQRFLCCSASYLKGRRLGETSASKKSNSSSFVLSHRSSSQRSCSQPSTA
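System: human OTR in CHO cells; Also added: sub-maximal oxytocin, roughly EC15; Timing: compound 6 min at room temperature before oxytocin, 100 s read; Technique: Fluo-8 intracellular calcium fluorescence, ex 470-495, em 515-575 nm; Controls: oxytocin EC15 low and EC100 high; Replication: singlicate.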
OXTR ag – human OXTR agonism; P30559; CHO-OTR cells, Fluo-8 calcium fluorescence; normalized: DMSO 0%, oxytocin 100%; activation, % at 3 µM; 0.32% of 320,000 active; AID 2435;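 active means activation above the mean of all tested compounds plus 3 SD, cutoff set per screening run, cut at about 20% in these data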;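 further: peak over basal fluorescence ratio from a 100 s FLIPR kinetic read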
GalR3 antagonist – human GalR3 antagonism; O60755; AID 651719; 0.44% of 360,000 active; inhibition, % at 3 µM; HEK293 GalR3-CNG cAMP membrane potential fluorescence; galR3 body fused to GalR1 C-terminus;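 active means inhibition above the screen-wide average plus 3 SD, cut at about 13% in these data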;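 further: forskolin and galanin both at EC90 stimulate the cells; cAMP rise reported by CNG channel membrane potential dye signal; 0% = forskolin plus galanin with DMSO and 100% = forskolin alone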
Target sequence (O60755 1-299 limits assumed): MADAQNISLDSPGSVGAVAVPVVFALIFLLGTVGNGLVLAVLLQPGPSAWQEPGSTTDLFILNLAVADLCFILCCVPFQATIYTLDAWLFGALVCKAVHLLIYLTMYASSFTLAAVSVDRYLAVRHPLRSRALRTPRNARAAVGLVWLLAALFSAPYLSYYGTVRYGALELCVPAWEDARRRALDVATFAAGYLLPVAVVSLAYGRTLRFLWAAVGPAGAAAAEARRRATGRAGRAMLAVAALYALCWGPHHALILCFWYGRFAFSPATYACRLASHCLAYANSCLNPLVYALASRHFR
M18AAP inhibitor – PfM18AAP enzyme inhibition. 1.2% of 290,000 active. inhibition, % at 7.35 µM. AID 1822. recombinant PfM18AAP, H-Glu-NHMec fluorogenic cleavage;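 active means inhibition above the campaign mean inhibition over all tested compounds plus 3 SD, cut at about 28% in these data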;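 further: 0% = plate median of test compound wells and 100% = 2 mM ZnCl2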
NALP1 inh – inhibitors of NALP1 inflammasome in yeast; S. cerevisiae NALP1/ASC/caspase-1 growth, X-gal OD620, 72 h; 0.61% of 280,000 active; AID 2071; inhibition, % at 10 µM; in the data active means inhibition mostly above about 24%, no sharp cut-off; inactive means mostly below about 32%; further: some compounds called inactive have numbers as strong as hits
MEKK2mut PB1 HTS – signal of MEK5 binding to mutant human MEKK2 PB1 domain; bead flow cytometry, Alexa488-MEK5 binding to MEKK2 mutant; percent response, % at 10 µM; 0.35% of 290,000 active; in the data active means percent response above about 24%, passing the limit was not always enough; further: inactives centre near 1; some results filed as inactive read as strong as hits
Active calls of the source: *; ? = inconclusive; · = no result given. Rows were taken by chance; 4.1% or so of the library scored in one or more.

item	smiles	V1aR counter	MEKK2 WT-MEK5	GPR7 antagonist	OXTR potentiate	OXTR ag
1	CC(=O)C1C(=O)CC(C)(O)C(C(C)=O)C1c1ccc(N(C)C)cc1 (stereo unspecified)	-0.5	94.0	-14.0	-0.1	1.1
2	Cc1ccc(CSc2nc3sc(C)c(C)c3c(=O)n2Cc2ccco2)cc1	0.5	101.0	-8.2	2.8	0.0
3	Cc1ccc(NC(=O)CSc2nnc(C3CC3)n2N)cc1S(=O)(=O)N1CCOCC1	-0.9	94.0	-4.9	-9.5	0.0
4	CCN(CC)CCNC(=O)c1sc2nc(-c3ccccc3)cn2c1C	1.6	108.0	-3.1	-4.5	0.8
5	COc1ccc([N+](=O)[O-])cc1/C=N/NC(=O)c1nonc1N	-0.5	78.0	-10.9	-4.7	-0.6
6	CCN(c1ccccc1)S(=O)(=O)c1ccc(Cl)c(C(=O)O)c1	-0.2	126.0	2.6	-0.4	0.4
7	Cc1cccc(Nc2sc(C(=O)c3cc4cc(Cl)ccc4o3)c(N)c2C#N)c1	1.4	93.0	-13.8	-1.7	1.0
8	O=C(OCc1ccccc1)c1cn(-c2ccccc2)nc1-c1ccncc1	0.5	104.0	-13.3	1.4	1.1
9	O=C(CCNS(=O)(=O)c1cccs1)N1CCN(c2cccc(Cl)c2)CC1	6.2	110.0	0.5	-9.2	5.8
10	NS(=O)(=O)c1ccc(NC(=O)CN2CCCC2)cc1	0.3	97.0	-1.9	-11.0	-0.8
11	O=C(Nc1c2c(nc3ccccc13)CCCC2)c1ccccc1F	-0.9	97.0	7.8	-1.0	-2.0
12	COc1cc(/C=C2\C(=O)NN(c3ccccc3)C2=O)cc([N+](=O)[O-])c1O	0.1	87.0	-15.2	-11.7	3.0

item	GalR3 antagonist	M18AAP inhibitor	NALP1 inh	MEKK2mut PB1 HTS
1	-4.9	21.0	0.3	-1.0
2	-4.8	3.2	13.0	-3.0
3	2.4	-3.5	17.9	-11.0
4	·	0.3	12.1	4.0
5	-7.3	10.9	8.3	-12.0
6	0.8	1.4	9.5	6.0
7	-7.3	2.8	23.2	4.0
8	-2.9	-1.0	11.4	7.0
9	-1.4	1.1	11.9	4.0
10	-4.0	-0.2	30.7	-5.0
11	1.0	1.4	10.4	-2.0
12	-4.0	8.5	-5.0	-13.0

Remaining list, next part:
item	smiles	V1aR counter	MEKK2 WT-MEK5	GPR7 antagonist	OXTR potentiate	OXTR ag
13	O=C(CCCOc1ccccc1)Nc1cccnc1	1.1	105.0	-2.1	-6.5	0.6
14	O=C(/C=C/CCc1ccc2c(c1)OCO2)N1CCCCC1	0.2	·	·	-5.9	0.6
15	CCOC(=O)C1=C(C)N(CCCC(=O)O)C(=O)NC1c1ccc([N+](=O)[O-])cc1 (stereo unspecified)	-0.5	101.0	2.3	1.8	0.2
16	CCOc1ccc2[nH]c(C(=O)N/N=C/c3ccccc3OC)cc2c1	0.0	93.0	15.2	-4.7	-0.1
17	COc1ccc(-c2nn(-c3ccccc3)cc2/C=N/N=C(N)N)cc1OC	-0.3	148.0*	-12.2	-5.4	0.1
18	Nc1ccccc1Nc1cc(-c2ccccc2)nn1-c1cccc(Cl)c1	0.7	113.0	-5.2	0.5	0.1
19	O=C1C(=O)N(c2ccccn2)C(c2ccc(F)cc2)/C1=C(/O)c1ccc(Br)cc1 (stereo unspecified)	0.3	111.0	-16.3	-8.4	-0.7
20	O=C1CS(=O)(=O)c2ccccc2N1	1.1	102.0	-7.6	-2.6	-0.1
21	COc1cc(NC(=O)c2ccc3c(c2)S(=O)(=O)N=C2CCCCCN23)cc(OC)c1	-0.4	·	·	-9.8	-0.6
22	CCO[C@@H]1OC(C(=O)N2CCN(Cc3ccccc3)CC2)=C[C@H](c2ccc(C(F)(F)F)cc2)[C@H]1CCCO	1.4	95.0	-6.1	-9.1	0.1
23	CCN(CC)C(=O)/C(NC(=O)c1ccccc1)=C(/Sc1ncccn1)c1ccccc1	1.9	95.0	-8.7	-11.7	0.7
24	CC(C)C(=O)Nc1cccc(C(=O)Nc2nnc(C(C)C)s2)c1	0.7	?	6.0	-3.2	0.6

item	GalR3 antagonist	M18AAP inhibitor	NALP1 inh	MEKK2mut PB1 HTS
13	-5.0	-5.3	-1.5	12.0
14	-5.7	·	·	·
15	-1.5	-3.0	29.7	-3.0
16	-7.0	-0.4	-2.7	2.0
17	-11.6	-0.8	19.3	3.0
18	0.3	4.3	25.3	1.0
19	-11.0	3.5	7.4	6.0
20	-12.4	-2.2	11.4	2.0
21	-2.2	·	·	·
22	-4.4	-1.8	-20.9	-4.0
23	0.7	-2.0	31.3	-2.0
24	-2.1	11.1	-22.1	2.0

(further entries)
item	smiles	V1aR counter	MEKK2 WT-MEK5	GPR7 antagonist	OXTR potentiate	OXTR ag
25	CN(C)c1ccc(NC(=O)C(=O)C2C(=O)Nc3ccccc32)cc1 (stereo unspecified)	-0.3	93.0	-17.1	-4.1	0.0
26	NC(=O)C1CCN(c2nc(-c3cc4ccccc4o3)cs2)CC1	0.4	·	·	-5.7	0.9
27	COc1cc(Cl)c(C)cc1NC(=O)CC1SC(N2CCOCC2)=NC1=O (stereo unspecified)	0.2	·	·	-1.9	1.1
28	COc1ccc(CC(=O)Nc2c(C(=O)N3CCN(c4ccccc4OC)CC3)oc3ccccc23)cc1OC	2.3	92.0	-9.9	-11.2	-0.5
29	CCOc1ccc(OCC)c(NC(=O)CCS(=O)(=O)c2ccc(Br)s2)c1	-2.1	96.0	-1.7	-8.5	-2.0
30	O=C(NCc1ccccc1)C(c1ccc(F)cc1)N(C(=O)c1csnn1)C1CCCC1 (stereo unspecified)	1.9	103.0	-2.5	-8.6	2.5
31	COc1ccc(Nc2ncnc3c2c(C)c(C)n3CCO)cc1	7.1	100.0	0.4	0.9	-0.4
32	CC(=O)c1c(C)[nH]c(C(=O)NCc2cccs2)c1C	0.0	103.0	-18.1	-0.1	0.3
33	CCc1cc(C(=O)O)c(NC(=O)C(c2ccccc2)c2ccccc2)s1	-0.4	97.0	1.4	-2.8	-0.7
34	CCN(CC)C(=O)c1ccc(CS(=O)(=O)c2ccc(Br)cc2)cc1	1.8	104.0	-10.2	-0.6	0.6
35	CCCCc1nc(NCCN2CCOCC2)c(C#N)c2c1COC(C)(C)C2	-1.0	106.0	-15.8	-3.1	-1.8
36	Cc1onc(-c2ccccc2)c1C(=O)Nc1nc(-c2ccccc2)cs1	-0.6	101.0	-27.1	-10.3	-1.8

item	GalR3 antagonist	M18AAP inhibitor	NALP1 inh	MEKK2mut PB1 HTS
25	9.7	11.4	10.5	-18.0
26	-4.0	·	·	·
27	-0.6	·	·	·
28	-8.9	3.5	-10.0	0.0
29	-5.2	-7.8	-0.3	0.0
30	-6.6	4.0	1.9	5.0
31	-9.3	0.9	6.3	5.0
32	2.7	-5.4	1.4	1.0
33	-0.9	10.5	-0.7	-3.0
34	-4.5	-16.7	-7.3	4.0
35	-4.8	-7.2	15.6	3.0
36	-5.0	4.6	23.2	-1.0

Continued, overlapping the part above by three compounds.
item	smiles	V1aR counter	MEKK2 WT-MEK5	GPR7 antagonist	OXTR potentiate	OXTR ag
34	CCN(CC)C(=O)c1ccc(CS(=O)(=O)c2ccc(Br)cc2)cc1	1.8	104.0	-10.2	-0.6	0.6
35	CCCCc1nc(NCCN2CCOCC2)c(C#N)c2c1COC(C)(C)C2	-1.0	106.0	-15.8	-3.1	-1.8
36	Cc1onc(-c2ccccc2)c1C(=O)Nc1nc(-c2ccccc2)cs1	-0.6	101.0	-27.1	-10.3	-1.8
37	CCOC(=O)C1CCN(Cc2nc3ccc([N+](=O)[O-])cc3c(=O)n2-c2ccc(OC)cc2OC)CC1	0.5	93.0	-12.4	-14.1	-1.7
38	CCCn1c(SCC(=O)N2CCc3ccccc32)nnc1-c1ccco1	0.1	110.0	1.9	-19.5	-0.7
39	COc1ccccc1CNC(=O)COC(=O)CCN=C1NS(=O)(=O)c2ccccc21	0.2	·	·	-2.8	-0.2
40	COc1ccc(-c2cc(C(=O)N/N=C/c3ccc4c(c3)OCO4)c3ccccc3n2)c(OC)c1	0.8	95.0	-5.3	-13.9	-1.5
41	CCOc1ccc2nc(NC(=O)CSc3nc(-c4ccccc4)c(C#N)c(=O)[nH]3)sc2c1	·	106.0	-16.1	·	·
42	Cc1cc(=O)[nH]c(SCC(=O)NN(c2ccccc2)c2ccccc2)n1	0.4	91.0	-12.1	-3.2	-0.9
43	COc1ccc(C(C(=O)NCC2CCCO2)N(C(=O)CNC(=O)c2ccco2)c2ccc(C)c(C)c2)cc1OC (stereo unspecified)	-0.4	96.0	6.5	-12.3	0.3
44	COc1ccccc1CCNC(=O)CSc1ccc(-c2cccs2)nn1	-0.7	99.0	-5.8	1.3	-0.3
45	COC(=O)[C@H](CC(C)C)NS(=O)(=O)N(Cc1ccccc1)[C@@H](CC(C)C)C(=O)OC	-0.3	·	·	-0.2	0.2
46	CC(=O)c1cccc(NC(=O)COC(=O)CC2CC3CCC2C3)c1 (stereo unspecified)	4.2	·	·	-9.1	1.6
47	Cc1cc(Cl)ccc1NC(=S)NCC(C)C	0.9	111.0	-9.2	0.2	-1.1
48	O=C(O)C(Cc1ccccc1)N1C(=O)C2CCCCC2C1=O (stereo unspecified)	0.7	100.0	-0.3	-16.4	0.1

item	GalR3 antagonist	M18AAP inhibitor	NALP1 inh	MEKK2mut PB1 HTS
34	-4.5	-16.7	-7.3	4.0
35	-4.8	-7.2	15.6	3.0
36	-5.0	4.6	23.2	-1.0
37	-6.4	1.4	4.8	-5.0
38	-2.2	-2.5	-1.9	1.0
39	-4.3	·	·	·
40	-1.9	-0.5	-2.5	-1.0
41	-6.3	2.3	-0.6	10.0
42	-6.0	-5.9	7.3	-20.0
43	-5.4	2.1	6.6	-4.0
44	-4.8	-0.3	-10.4	8.0
45	-5.3	·	·	·
46	-5.9	·	·	·
47	-6.4	7.2	22.1	0.0
48	-4.8	-0.5	10.3	-7.0

Next results.
item	smiles	V1aR counter	MEKK2 WT-MEK5	GPR7 antagonist	OXTR potentiate	OXTR ag
49	O=[N+]([O-])c1ccccc1/C=C/c1ccc2ccccc2n1	-0.5	102.0	3.3	-3.0	-1.8
50	Cc1ccc(CN(c2ccc(C(=O)N3CCOCC3)cc2)S(C)(=O)=O)cc1	3.1	101.0	-7.3	-8.7	0.8
51	Cc1cc(NC(=O)CSc2nc3c(sc4ccccc43)c(=O)n2CCCN2CCOCC2)n[nH]1	0.3	99.0	-4.6	-2.0	0.5
52	CC(Cc1ccccc1)Nc1ncnc2c1ncn2C1OC(CO)C(O)C1O (stereo unspecified)	0.2	103.0	·	1.3	0.6
53	COc1ccc(NC(=O)CSc2c(C)nn(-c3nnc(C)c(=O)[nH]3)c2C)cc1	0.3	106.0	-6.5	-13.6	0.2
54	CCCOc1ccc(N2CC(C(=O)Nc3ccc(N4CCOCC4)cc3)CC2=O)cc1 (stereo unspecified)	0.0	88.0	-9.8	-10.3	-0.2
55	O=C(Nc1ccc(N2CCCC2)cc1)c1cc([N+](=O)[O-])ccc1N1CCOCC1	1.0	101.0	11.6	-2.8	-1.2

item	GalR3 antagonist	M18AAP inhibitor	NALP1 inh	MEKK2mut PB1 HTS
49	2.3	-2.0	18.4	-1.0
50	-0.1	-1.4	5.9	-1.0
51	0.8	9.7	7.5	1.0
52	-5.6	·	·	0.0
53	-0.1	16.4	16.7	3.0
54	2.7	-1.1	-1.5	-9.0
55	-5.6	15.1	5.8	-2.0
